N370S GC = inhibitors or activators of N370S glucocerebrosidase for Gaucher disease. P04062. AID 2101. N370S GC spleen homogenate, 4MU-glucoside fluorescence. Potency, µM (doses to about 59.4 µM), for the others: at the highest dose activity change, negative = inhibition, hits mostly inhibitors. 330,000 compounds, 0.092% hits;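 note: 0% = full enzyme activity and -100% = no enzyme basal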
GCN5L2 inh = GCN5L2 (KAT2A) acetyltransferase inhibition; GCN5L2 HAT assay, ThioGlo1 CoA-SH fluorescence; 390,000 compounds, 0.21% hits; Q92830; Potency, µM (top dose mostly 58.9 µM), inactives show at the top dose activity change, negative = inhibition, most hits filed as inhibitors
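Enzyme at 20nM final was mixed with library compounds for 15 min at room temperature. Peptide H3(1-25) at 75uM, acetyl-CoA at 70uM and ThioGlo1 at 50uM were then added. Plates were read immediately and after 20 min (Ex340nm/Em540nm).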
FEN1 inh = human FEN1 inhibition. Recombinant FEN1 flap cleavage, fluorescence, 15 min. Potency, µM (doses to about 114 µM), inactives show at the highest dose activity change, negative = inhibition, actives largely listed as inhibitors. 390,000 compounds, 0.35% hits. AID 588795; note: nearly all actives have a fitted effect of over 65% in size
Target sequence (P39748 whole entry, looked up): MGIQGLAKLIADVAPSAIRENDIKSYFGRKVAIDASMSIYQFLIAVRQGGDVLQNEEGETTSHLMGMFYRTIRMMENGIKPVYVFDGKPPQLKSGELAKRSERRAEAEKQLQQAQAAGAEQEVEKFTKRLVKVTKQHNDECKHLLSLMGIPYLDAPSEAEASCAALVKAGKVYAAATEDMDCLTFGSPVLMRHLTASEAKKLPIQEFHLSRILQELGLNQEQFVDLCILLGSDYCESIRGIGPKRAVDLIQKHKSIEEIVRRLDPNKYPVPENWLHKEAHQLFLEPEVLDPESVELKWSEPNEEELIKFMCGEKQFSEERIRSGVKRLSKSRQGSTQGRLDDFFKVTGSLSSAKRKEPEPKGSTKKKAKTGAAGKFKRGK
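Potency values derive from four-parameter Hill fits of normalized qHTS data. The reaction used 10 nM FEN1 preincubated 15 min at room temperature with compound, then 50 nM DNA substrate, read at 0 and 15 min.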
Starred values were filed as active, the others as inactive; u = inconclusive; x = no result given; & = joins results of further samples; [ ] = another dose, or the depositor's remark. Calls come from the whole dose curve; as a rule, active = well fitted curve in the direction sought with a large enough effect; inconclusive = small, poorly fitted or top-dose-only effect, or another doubt; inactive = no such curve, though single readings can be large; an effect the other way counts as inactive or inconclusive. Unless noted, % is set by controls: 0 for no effect and ±100 for the full control effect; potency is the fitted concentration of half-maximal effect. These rows are one share of the data. The share of hits here may be higher or lower than overall.

SMILES	N370S GC	GCN5L2 inh	FEN1 inh
CCC1(c2ccc(F)cc2)NC(=O)N(CC(=O)Nc2cc(C)on2)C1=O (stereo not given)	x	-4%	17%
CC1=C(c2ccc(F)cc2)S(=O)(=O)NC1=NCc1ccccc1Cl	x	-2%	18%
Cc1cc(C(=O)OCC(=O)Nc2ccc(S(N)(=O)=O)cc2)c2ccccc2n1	8%	-5%	-14%
COc1ccc(-c2csc(-c3ccc(C(=O)O)cc3)n2)cc1	-22%	-21%	-3%
CCOn1c(=O)c(=O)n(OC)c2ccccc21	-6%	-29%	2%
O=C(NCc1ccccc1Cl)C1CCN(C(=O)c2sccc2-n2cccc2)CC1	5%	-1%	18%
N#Cc1cc(C(=O)c2cc(Br)ccc2O)cn(C2CC2)c1=O	-3%[2.35 µM]	-7%	-15%
Cc1ccc(S(=O)(=O)N2CCN(C(=O)CCn3cncn3)CC2)cc1C	-9%	0%	15%
COc1cccc(NC(=S)NN=C2CCC(C(C)(C)C)CC2)c1 (stereo not given)	7%	6%	-9%
COc1ccc(S(=O)(=O)N(C)c2ccc(C(=O)N3CCCCC3)cc2)cc1	2%	-7%	-4%
COc1ccccc1CC(=O)N1CCCc2ccccc21	-1%	-10%	1%
COC(=O)Cc1c(C)c2ccc(OCC(=O)N3CCC(C)CC3)c(C)c2oc1=O	7%	-1%	-1%
COc1cc(CNCC(C)C)cc(Br)c1OCC(=O)Nc1ccccc1	-9%	-1%	5%
Oc1cc(O)c2c(c1)OC(c1cc(O)c(O)c(O)c1)C(O)C2 (stereo not given)	-8%	-8%	x
CCn1c(C)nc2cc(C#N)ccc21	16%	-11%	5%
Cc1ccc(C(=O)N/N=C/c2ccc(-c3ccc(Br)cc3[N+](=O)[O-])o2)o1	-10%	-3%	-17%
CCCCn1c(=O)[nH]c(=O)c2c1nc(-c1ccc(OC(F)F)c(OC)c1)n2C	-2%	-7%	-4%
COc1ccccc1OCC(=O)OCn1c(SC)nnc(C)c1=O	1%	-6%	-11%
COc1ccc(S(=O)(=O)N(C)CC(=O)N2CCC(C(N)=O)CC2)cc1	0%	3%	-4%
CNC(=S)N1N=C(c2ccc(OC)cc2)CC1c1ccc(N(C)C)cc1 (stereo not given)	1%	-18%	-1%
Cn1cccc1Cc1nnc(SCC(=O)Nc2cccc(F)c2)n1CCc1ccccc1	10%	-4%	-7%
Cc1ccc(Cn2c(=N)c(S(=O)(=O)c3ccc(Br)cc3)cc3c(=O)n4ccccc4nc32)cc1	1%	8%	-1%
CC1Cc2ccccc2C(=O)N1 (stereo not given)	2%	-6%	4%
CCOC(=O)c1c(C)n(C)c2ccc(OC(=O)c3ccoc3)cc12	6%	23%	-1%
O=C(O)Cc1csc(-c2cccc(F)c2)n1	7%	-9%	-5%
CC(=O)Nc1nc(SCC(=O)NCc2ccc(F)cc2)[nH]c(=O)c1NC(=O)c1cccs1	-2%	u	-2%
Cc1cnc(C(=O)Nc2cc(S(=O)(=O)N3CCOCC3)ccc2N2CCN(C)CC2)cn1	x	1%	10%
O=C(CNC(=O)c1ccccc1Cl)OCC(=O)N1CCc2ccccc21	-5%	3%	-3%
Cn1cnnc1SCC(=O)Nc1ccc2nc(SCc3ccccc3Cl)sc2c1	u	-2%	-1%
O=C(Nc1ccc(Cl)c(C(F)(F)F)c1)C(Cc1ccccc1)NS(=O)(=O)c1cccc2nsnc12 (stereo not given)	x	-4%	16%
COc1ccc(NC(=O)C(Cc2ccccc2)n2cccc2)cc1OC (stereo not given)	0%	-1%&-3%	1%&-12%
Cc1ccc(S(=O)(=O)NCCCNC(=O)c2ccccc2)cc1	2%	3%	14%
CCOC(=O)C1CSC(CC(=O)Nc2ccc(Cl)cc2)C(=O)N1 (stereo not given)	5%	-2%	-2%
COc1cc(C(N)=O)cc(Br)c1OC	0%	1%	10%
CCOC(=O)N1CCN(S(=O)(=O)N2CCCC(C(=O)NCc3ccc(OC)cc3)C2)CC1 (stereo not given)	-3%	-4%	-14%
COc1ccc(N2C(=O)C3CCCN3C2c2ccc(F)cc2)cc1Cl (stereo not given)	3%	-2%	-16%
O=C(COC(=O)C1CCCO1)Nc1nc(-c2ccc(F)cc2)cs1 (stereo not given)	x	-1%	-4%
CCSc1nc2ccccc2n1C(=O)c1ccc(S(=O)(=O)N2CCCCC2)cc1	5%	0%	-4%
CCOC(=O)NC(=O)C(=CNc1ccccc1OC)C(=O)NC(=O)OCC	-18%	0%	-4%
Cc1ccccc1/C=N/n1c(COc2ccccc2)n[nH]c1=S	0%	-1%	13%
COc1ccc(Cl)cc1C(=O)Nc1ccccc1N1CCN(C)CC1	-24%	-3%	-7%
Cc1cc(=O)n2nc(N3CCC(C(=O)NCCc4ccccc4)CC3)sc2n1	-3%	-2%	-7%
CCN(Cc1ccccc1)C(=O)Cn1cnc2c1c(=O)n(C)c(=O)n2C	7%	-13%	-2%
O=C(O)c1nc2ccccc2nc1C(=O)O	1%	-2%	-10%
CCOC(=O)C1=CC[C@]2(C)c3c(c4ccccc4n3C)C(=O)C1N2C	x	-1%	-3%
Cc1nc2ccc(NS(=O)(=O)c3ccccc3Cl)cc2s1	x	-13%	-4%
CC(=O)OCC1OC(n2c(Br)nc3c(=O)[nH]c(N)nc32)C(OC(C)=O)C1OC(C)=O (stereo not given)	3%	3%	x
COc1ccccc1-c1nnc(C2CCN(S(=O)(=O)c3ccc(CC(C)C)cc3)CC2)o1	x	-4%	-11%
CC1(C)C(c2ccccc2)=NC(c2ccc(F)cc2)N1O (stereo not given)	5%	-4%	-4%
CSc1ncccc1C(=O)OCc1ccc([N+](=O)[O-])cc1	1%	-14%	4%

Continued:
SMILES	N370S GC	GCN5L2 inh	FEN1 inh
CCCCOc1cccc(C(=O)NC(=S)Nc2cccnc2)c1	2%	-5%	2%
COc1cc2c(cc1OC)CN(C(=O)c1ccccc1C(=O)O)CC2	20%	-2%	2%
OC(CN1C2=NCCCN2c2ccccc21)c1ccc(Br)cc1 (stereo not given)	14%	0%	10%
CCOC(=O)c1sc(=NC(=O)CCS(=O)(=O)c2ccccc2)n(C)c1C	11%	u	6%
COc1cccc(C(c2nnnn2CS(=O)(=O)c2ccc(C)cc2)N2CCN(C)CC2)c1OC (stereo not given)	-4%	-1%	3%
Clc1cccc(-c2nnc(-c3ccccc3)o2)c1	9%	-4%	0%
O=C(NCCCN1CCOCC1)c1ccc(S(=O)(=O)Nc2cccc(C(F)(F)F)c2)cc1	-26%	-5%	-1%
CC(C)c1ccc(NC(=O)CSc2nnc(CN3CCOCC3)n2C)cc1	3%	-1%	-5%
Cc1nc2c(=O)[nH]c(=S)n(C)c2nc1C	-16%	u	u
COc1ccc(Cc2nnc3sc(SCC(=O)Nc4ccccc4)nn3c2=O)cc1OC	0%	-6%	9%
O=C(Nc1cccc(Br)c1)c1ccn[nH]1	25%	-1%	-4%
CCOC(=O)[C@H]1[C@H]2COc3ccc(OC)cc3[C@@H]2N2C(=O)c3cc(C)ccc3NC(=O)[C@@]12C	-4%	-7%	2%
COC(=O)c1ccc(NC(=O)CSc2nc(=O)n(Cc3ccco3)c3c2CCC3)cc1	x	0%	11%
COc1ccc2c(COC(=O)CNS(=O)(=O)c3ccccc3)cc(=O)oc2c1	x	-11%	1%
CC1(C)CC(=O)C(C2NCCc3ccccc32)=C(O)C1 (stereo not given)	8%	-15%	-11%
Cc1ccc(Nc2ncnc3c2nc2n3CCCC2)c(Br)c1	x	-7%	11%
C/C(=N\Nc1cc(C)nc(NCc2ccccc2)n1)c1ccc([N+](=O)[O-])cc1	-16%	-2%	3%
CCOC(=O)C1(Cc2cccc(Cl)c2)CCCN(C2CCN(C(C)=O)CC2)C1 (stereo not given)	-26%	-2%	2%
O=C(NC1CCCCCCC1)c1cccnc1	-19%	0%	2%
COc1ccc(C(=O)NCc2nnc(SCC(=O)N3CCCC3)o2)cc1	0%	-3%	14%
CC/C(=N/Nc1ccccc1)c1cnnc(SC)n1	-6%	-8%	-8%
NS(=O)(=O)c1ccc(-c2cccc(/C=C3\SC(=O)NC3=O)c2)cc1	-6%	-3%	-5%
O=C(CCn1c(=O)[nH]c2ccccc2c1=O)NCCCN1CCN(c2cccc(Cl)c2)CC1	4%	-3%	-8%
Cc1oc2c(CN3CCC(C)CC3)c(O)ccc2c(=O)c1-c1ccccc1	u	-12%	3%
FC(F)c1nc2ccccc2[nH]1	2%	-6%	-5%
Cn1c(=N)n(CC(=O)c2ccc(Cl)c(Cl)c2)c2ccccc21	-16%	-6%	1%
CC1(c2ccc3c(c2)OCO3)NC(=O)N(CC(=O)Nc2ccccc2)C1=O (stereo not given)	-6%	-3%	1%
CCN(C(=O)CSc1nc2cc(C(=O)O)ccc2c(=O)n1Cc1ccccc1)c1ccccc1	-11%	-12%	0%
CC(C)(C)OC(=O)N1CCCN(C(=O)Nc2ccc(C(F)(F)F)cc2)CC1	8%	2%	8%
CCOC(=O)c1c(CN2CCOCC2)n(-c2ccccc2)c2cc(Br)c(OC)cc12	3%	3%	-18%
CCOC(=O)Cc1csc(NC(=O)CSc2nc(N)c3c(C)c(C)sc3n2)n1	u	-10%	-19%
Cc1cc(C)cc(C(=O)OCC(=O)NC2CCCC2)c1	-7%	5%	16%
Cc1nn(C(=O)Cn2ccc([N+](=O)[O-])n2)c(C)c1Cl	2%	-18%	8%
COc1ccc(CN2CCN(C(=O)c3ccc(S(=O)(=O)N4CCCCCC4)cc3)CC2)cc1F	-10%	-7%	-8%
COc1cc2c(cc1OC)C(c1ccc(Cl)cc1)N(c1ccc(C)c(F)c1)C(=O)C2 (stereo not given)	x	-11%	-6%
CN(C)c1ccc(/C=N/N(CCO)C2=NS(=O)(=O)c3ccccc32)cc1	-16%	-11%	-18%
O=S(=O)(c1ccc2c(c1)OCCO2)N(Cc1ccc(F)cc1)Cc1nnc(-c2cccs2)o1	13%	-11%	-2%
CN(CC(=O)Nc1ccc(Cl)c(C(F)(F)F)c1)C(=O)c1cccs1	-17%	1%	6%
Cc1ccc(NC(=O)C2CCN(S(=O)(=O)c3cnc[nH]3)CC2)nc1	2%	-1%	-1%
CCC(Cc1ccccc1)NCc1c(C(=O)O)c(C)n(Cc2ccccc2)c1C (stereo not given)	0%	2%	-15%
COc1ccc(-n2nnc3c(=O)n(CC(=O)Nc4cc(C)on4)cnc32)cc1OC	4%	1%	-10%
COc1cc(OC)cc(C(=O)O/N=C(\N)c2cccc(C)c2)c1	-2%	-5%	9%
Cc1ccc(-c2nn(-c3ccc(F)cc3F)c3c2cnc2ccc(F)cc23)cc1	x	3%	22%
COc1ccc(/C=C/C(=O)OCC(=O)N2CC(=O)Nc3ccccc32)cc1S(=O)(=O)N1CCOCC1	9%	-4%	-2%
Cc1ccc(C(=O)NCC(=O)NCC(c2ccco2)N2CCCCC2)cc1C (stereo not given)	-20%	-3%	-2%
Cc1cc(C(=O)C(=O)O)c(C)n1-c1ccc(Cl)cc1	4%	28%	-12%
CCc1ccccc1NC(=O)CSc1nc2ccccc2nc1Cc1cccc(OC)c1	x	-12%	0%
O=C(Nc1ccc(Oc2ccc(NC(=O)c3ccco3)c(NC(=O)c3ccco3)c2)cc1)c1ccco1	3%	-7%	-15%
Cc1ccccc1C(=O)c1c[nH]c(C(=O)NCc2ccco2)c1	2%	-24%	-11%
Cc1ccc(-c2nnn3c2nc(NC2CCC(C)CC2)c2ccccc23)cc1 (stereo not given)	x	-7%	15%
Cc1cc(C)cc(NC(=O)C2CCCN2S(=O)(=O)c2ccc3nc(-c4ccccc4)[nH]c3c2)c1 (stereo not given)	x	-13%	-8%
